HTR5A inv ctr: inverse agonist of human HTR5A in OPRM1-OPRD1 counter-screen | P47898 | HTR5A cell line, luminescence, inverse agonism | inhibition, % at 9.3 µM | 340,000 tested, 0.083% active | AID 504634; in the data active = inhibition mostly above about 23%, no sharp cut-off; inactive = mostly below about 18%;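 also: 0% = cells with DMSO and 100% = no-cell wells with DMSO; some compounds called inactive have numbers as strong as hits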
HTR5A ag ctr: activates human HTR5A in OPRM1-OPRD1 agonist counter-screen; activation, % at 9.3 µM; 340,000 tested, 0.61% active; HTR5A agonist assay, luminescence, cell-based; AID 504692; in the data active = activation mostly above about 9.5%, no sharp cut-off; inactive = mostly below about 7.6%;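 also: 0% = cells with vehicle only and 100% = reference agonist; strong numbers were not always called active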
phage Ecoli inh: E. coli growth loss with phage present; growth absorbance; inhibition, % at 11.9 µM; 360,000 tested, 0.26% active; AID 651602; in the data active = inhibition above about 11%
Tat export inh: blocks Tat-dependent protein export in E. coli; inhibition, % at 10 µM; 340,000 tested, 0.036% active; E. coli MC4100 TorA-mCherry Tat export, fluorescence;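 active = mean replicate inhibition at least 50% and at least half of replicates individually reaching 50%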;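 also: exported cargo escapes ClpAP degradation while cytoplasmic cargo is degraded and loses fluorescence; 0% = median of neutral control wells and 100% = median of NaSCN control wells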
CDK5 inh: CDK5/p35 (human) kinase inhibition; Q00535+Q15078; Recombinant CDK5/p35, ADP-Glo luminescence, 60 min; inhibition, % at 10 µM; 330,000 tested, 0.01% active; AID 488839;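 active = highest replicate inhibition of at least 50% and at least 75% of replicates reaching 50%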;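 also: plate controls were DMSO neutral control for no effect and GW8510 at 10 µM for full effect; many of its hits are not listed in these tables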
Target sequence (Q00535 whole entry, looked up): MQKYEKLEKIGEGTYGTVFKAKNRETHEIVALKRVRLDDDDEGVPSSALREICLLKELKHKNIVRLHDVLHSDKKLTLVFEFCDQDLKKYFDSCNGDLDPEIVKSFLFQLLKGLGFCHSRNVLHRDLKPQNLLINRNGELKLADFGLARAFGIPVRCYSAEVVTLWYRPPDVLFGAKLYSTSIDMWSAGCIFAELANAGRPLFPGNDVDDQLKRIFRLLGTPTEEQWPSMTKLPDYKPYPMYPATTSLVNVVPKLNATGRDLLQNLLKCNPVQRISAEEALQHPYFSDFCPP
Target sequence (Q15078 whole entry, looked up): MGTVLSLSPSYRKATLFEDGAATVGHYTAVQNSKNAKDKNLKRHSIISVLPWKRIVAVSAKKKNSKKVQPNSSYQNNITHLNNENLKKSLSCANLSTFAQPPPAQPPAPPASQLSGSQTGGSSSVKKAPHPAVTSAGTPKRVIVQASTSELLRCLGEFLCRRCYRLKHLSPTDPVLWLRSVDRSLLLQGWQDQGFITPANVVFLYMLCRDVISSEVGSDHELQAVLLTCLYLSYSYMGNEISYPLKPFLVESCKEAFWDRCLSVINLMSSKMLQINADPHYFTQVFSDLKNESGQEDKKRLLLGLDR
DAGLB inh: diacylglycerol lipase beta (human) inhibition | inhibition, % at 5.17 µM | AID 504411 | HEK293T DAGLB membrane lysate, EnzChek fluorogenic substrate | Q8NCG7 | 340,000 tested, 0.059% active; in the data active = inhibition above about 34%;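 also: 0% = enzyme with vehicle and 100% = wells lacking enzyme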
PKA-R1A act: PKA-R1A complex activation; P00514+P68181; PKA-R1A dissociation, Cy5-IP20 fluorescence polarization; scaled: DMSO 0%, 113 µM cGMP 100%; activation, % at 11.4 µM; 340,000 tested, 0.083% active; AID 504707;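 active = percent activation above the mean of all tested compounds plus 3 SD, cut at about 19% in these data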;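 also: higher means more PKAc released from R1A so a rise in polarization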
E coli growth: counter-screen for AddAB inhibitors: E. coli growth inhibition; E. coli V3065 growth, OD600 absorbance, 18 h; inhibition, % at 11.9 µM; 330,000 tested, 0.27% active; AID 449728;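 active = inhibition above the campaign's mean inhibition across all tested compounds plus 3 SD, cut at about 9.9% in these data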;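 also: uninfected addAB+ strain grown without phage in ampicillin broth; 0% = DMSO wells and 100% = ciprofloxacin 0.95 µg/ml wells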
PKA-R2B act: activates the human PKA-R2B holoenzyme complex. activation, % at 11.4 µM. AID 504700. P22694+P31323. 340,000 tested, 0.079% active. PKA-R2B holoenzyme dissociation, Cy5-IP20 fluorescence polarization; R2B truncated from residue 108, S112A mutant; 0% DMSO only, 100% 113 µM cGMP;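 active = activation above a cutoff set at the mean over all compounds plus 3 SD, cut at about 18% in these data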;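 also: higher means more holoenzyme dissociation and a rise in polarization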
Target sequence (P31323 whole entry, looked up, other chains not shown, the tested form may be a part): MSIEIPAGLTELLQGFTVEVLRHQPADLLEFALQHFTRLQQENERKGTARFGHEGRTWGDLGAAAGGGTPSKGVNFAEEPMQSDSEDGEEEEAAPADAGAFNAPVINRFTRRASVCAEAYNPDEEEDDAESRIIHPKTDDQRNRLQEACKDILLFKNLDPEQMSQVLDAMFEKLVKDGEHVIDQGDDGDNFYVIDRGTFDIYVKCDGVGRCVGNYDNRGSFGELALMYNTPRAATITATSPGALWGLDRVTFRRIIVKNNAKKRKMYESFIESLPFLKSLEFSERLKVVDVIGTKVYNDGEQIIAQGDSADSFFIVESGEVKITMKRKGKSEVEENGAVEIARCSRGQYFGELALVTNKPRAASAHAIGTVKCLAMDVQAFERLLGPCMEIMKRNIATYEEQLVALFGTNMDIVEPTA
Mot1-301 SUMO: inhibitors of SUMOylation pathway: yeast Mot1-301 growth rescue. growth rescue, % at 18.8 µM. S. cerevisiae Mot1-301 growth rescue, ATP luminescence, 38.5C; percent above DMSO median, 100 means doubled. 320,000 tested, 1% active;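 active = every valid replicate shows activation above 250% relative to neutral control wells; inactive = the rest, any valid replicate at or below 250%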;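 also: OY570 slx delta 5 strain wells were the positive control but not used for scaling; some compounds called inactive have numbers as strong as hits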
AddAB inh: less growth of phage-infected E. coli with AddAB; inhibition, % at 11.9 µM; AID 435030; E. coli expressing H. pylori AddAB, absorbance growth; 330,000 tested, 0.29% active; in the data active = inhibition above about 12%;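 also: 0% = vehicle wells of infected cells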
The depositor's hits bear a star.

Screening Cn1cnnc1Sc1ccc(/C=C/C(=O)c2ccc(O)cc2)cc1[N+](=O)[O-] returned HTR5A inv ctr 16, HTR5A ag ctr -6, phage Ecoli inh 6.5, Tat export inh -4, CDK5 inh -1.3, DAGLB inh 6, PKA-R1A act -5, E coli growth 0.6, PKA-R2B act -14, Mot1-301 SUMO -1 and AddAB inh 0.8.
For CCOC(=O)c1ccc(Oc2nc(OC)cc(OC)n2)cc1 the results were HTR5A inv ctr 12, HTR5A ag ctr -5, phage Ecoli inh 3.9, Tat export inh -4, CDK5 inh -0.3, DAGLB inh -7, PKA-R1A act -3, E coli growth -0.3, PKA-R2B act -6, Mot1-301 SUMO -22 and AddAB inh -2.1.
`CN(C(=O)CSc1nnnn1-c1ccc(Cl)cc1)C1CCS(=O)(=O)C1` (stereo unspecified) gave HTR5A inv ctr 16, HTR5A ag ctr -7, phage Ecoli inh 1.1, Tat export inh -2, CDK5 inh -0.8, DAGLB inh -3, PKA-R1A act -7, E coli growth -0.7, PKA-R2B act 4, Mot1-301 SUMO 3 and AddAB inh 1.7.
Screening C/C(=N\NC(=O)COc1cc(C)cc(C)c1)c1cccc(NC(=O)C2CCC2)c1 returned HTR5A inv ctr -11, HTR5A ag ctr -2, phage Ecoli inh 3.5, Tat export inh 8, CDK5 inh 0.8, DAGLB inh -2, PKA-R1A act -10, E coli growth -0.8, PKA-R2B act -1, Mot1-301 SUMO 20 and AddAB inh 0.8.
`CN(Cc1ccc(Cl)cc1Cl)C(=O)c1cc(=O)c2ccccc2o1` gave HTR5A inv ctr -6, HTR5A ag ctr 7, phage Ecoli inh -1.8, Tat export inh 13, CDK5 inh 0.5, DAGLB inh 0, PKA-R1A act -5, E coli growth 0.4, PKA-R2B act -10, Mot1-301 SUMO 122 and AddAB inh 1.5.
For O=S1(=O)NC(=NC2CCCCCC2)c2ccccc21 the results were HTR5A inv ctr -37, HTR5A ag ctr 11, phage Ecoli inh 3.7, Tat export inh 4, CDK5 inh 1.0, DAGLB inh 1, PKA-R1A act 1, E coli growth 0.3, PKA-R2B act 4, Mot1-301 SUMO 7 and AddAB inh 0.0.
`CSc1sc(C(=O)NCC2CC2)cc1S(=O)(=O)C(C)C` gave HTR5A inv ctr -1, HTR5A ag ctr -5, phage Ecoli inh -1.0, Tat export inh 3, CDK5 inh -0.4, DAGLB inh 3, PKA-R1A act -4, E coli growth 0.3, PKA-R2B act -1, Mot1-301 SUMO -8 and AddAB inh 0.8.
Cc1ccc(/C=C/C(=O)N2CCc3ccccc3C2)cc1 was read as HTR5A inv ctr 28, HTR5A ag ctr 2, phage Ecoli inh 4.1, Tat export inh -1, CDK5 inh 0.4, DAGLB inh -13, PKA-R1A act -11, E coli growth 2.5, PKA-R2B act -1, Mot1-301 SUMO 36 and AddAB inh 3.9.
`CN(C)CCN(Cc1ccccc1)c1ccnc(N(C)C)c1C#N` gave HTR5A inv ctr 8, HTR5A ag ctr 7, phage Ecoli inh -0.6, Tat export inh 7, CDK5 inh 1.1, DAGLB inh 1, PKA-R1A act -7, E coli growth 0.8, PKA-R2B act -9, Mot1-301 SUMO 1 and AddAB inh 2.9.
COc1ccc(C2=NN(S(C)(=O)=O)C(c3cccs3)C2)cc1OC (stereo unspecified) was read as HTR5A inv ctr 8, HTR5A ag ctr -3, phage Ecoli inh 1.8, Tat export inh -2, CDK5 inh 0.1, DAGLB inh 1, PKA-R1A act 0, E coli growth 2.1, PKA-R2B act 0, Mot1-301 SUMO -5 and AddAB inh 4.5.
Screening c1ccc2c(c1)OCCOCCOCCO2 returned HTR5A inv ctr -7, HTR5A ag ctr -6, phage Ecoli inh -4.2, Tat export inh 2, CDK5 inh -0.6, DAGLB inh 0, PKA-R1A act 1, E coli growth 2.1, PKA-R2B act 14, Mot1-301 SUMO 6 and AddAB inh 0.5.
C#CC(CC)(CC)NC(=S)Nc1ccc(S(N)(=O)=O)cc1 was read as HTR5A inv ctr 3, HTR5A ag ctr -1, phage Ecoli inh 2.8, Tat export inh -5, CDK5 inh -0.6, DAGLB inh 0, PKA-R1A act 6, E coli growth -2.0, PKA-R2B act -2, Mot1-301 SUMO -5 and AddAB inh 3.5.
COc1cc(NC(=O)CSc2nnc3n2C(C)(C)Cc2ccccc2-3)cc(OC)c1 was read as HTR5A inv ctr 12, HTR5A ag ctr -4, phage Ecoli inh -0.9, Tat export inh 1, CDK5 inh 0.2, DAGLB inh -6, PKA-R1A act -7, E coli growth 0.8, PKA-R2B act 2, Mot1-301 SUMO 12 and AddAB inh 1.7.
Screening COc1ccc(S(=O)(=O)N(C)C[C@H]2Oc3ccc(NC(=O)NC(C)C)cc3C(=O)N([C@H](C)CO)C[C@@H]2C)cc1 returned HTR5A inv ctr -17, HTR5A ag ctr 5, phage Ecoli inh 2.1, Tat export inh 2, CDK5 inh 2.5, DAGLB inh -4, PKA-R1A act -3, E coli growth 1.5, PKA-R2B act -5, Mot1-301 SUMO -7 and AddAB inh 4.2.
`CCOc1cc(S(=O)(=O)NC2CCCC2)ccc1Cl` gave HTR5A inv ctr 4, HTR5A ag ctr 3, phage Ecoli inh 1.2, Tat export inh 14, CDK5 inh 1.1, DAGLB inh -2, PKA-R1A act 0, E coli growth -1.7, PKA-R2B act 12, Mot1-301 SUMO 4 and AddAB inh 1.8.
Screening Cc1cccc(C(=O)Nc2cccc(-c3cnc4ccccc4n3)c2)c1 returned HTR5A inv ctr 26, HTR5A ag ctr -2, phage Ecoli inh 2.0, Tat export inh 1, CDK5 inh 1.2, DAGLB inh 0, PKA-R1A act 0, E coli growth 3.7, PKA-R2B act -3, Mot1-301 SUMO 6 and AddAB inh 2.6.
`COc1ccc(NC(=O)Nc2ccc3nccnc3c2)cc1` gave HTR5A inv ctr 5, HTR5A ag ctr -2, phage Ecoli inh 2.5, Tat export inh 27, CDK5 inh 0.8, DAGLB inh -3, PKA-R1A act 1, E coli growth 0.8, PKA-R2B act -3, Mot1-301 SUMO -4 and AddAB inh 3.5.
Screening COc1ccc(-n2ccn(CC(=O)Nc3ccc(OC)cc3OC)c(=O)c2=O)cc1 returned HTR5A inv ctr -26, HTR5A ag ctr 2, phage Ecoli inh 2.9, Tat export inh 0, CDK5 inh -1.1, DAGLB inh 0, PKA-R1A act 1, E coli growth -0.2, PKA-R2B act -2, Mot1-301 SUMO -1 and AddAB inh 3.0.
`COc1ccc(NC(=O)CCCC2=NS(=O)(=O)c3ccccc3N2)cc1` gave HTR5A inv ctr 2, HTR5A ag ctr -1, phage Ecoli inh 3.0, Tat export inh -8, CDK5 inh -2.1, DAGLB inh -2, PKA-R1A act -6, E coli growth 1.2, PKA-R2B act -10, Mot1-301 SUMO -20 and AddAB inh 3.1.
Screening O=C(c1ccco1)N(Cc1cccs1)C1CCS(=O)(=O)C1 (stereo unspecified) returned HTR5A inv ctr 24, HTR5A ag ctr -2, phage Ecoli inh 3.4, Tat export inh -14, CDK5 inh -3.0, DAGLB inh -6, PKA-R1A act -13, E coli growth -0.4, PKA-R2B act -9, Mot1-301 SUMO -11 and AddAB inh 3.2.
`O=C(OCN1C(=O)c2ccccc2C1=O)C1CCCCC1` gave HTR5A inv ctr -10, HTR5A ag ctr 3, phage Ecoli inh 2.9, Tat export inh -4, CDK5 inh 1.1, DAGLB inh -2, PKA-R1A act -7, E coli growth -0.4, PKA-R2B act -16, Mot1-301 SUMO 3 and AddAB inh -1.3.
For CC(=O)N1N=C(c2ccc(Cl)cc2)OC1(C)C the results were HTR5A inv ctr -11, HTR5A ag ctr 3, phage Ecoli inh 0.4, Tat export inh -2, CDK5 inh -3.9, DAGLB inh -1, PKA-R1A act 11, E coli growth 0.4, PKA-R2B act -4, Mot1-301 SUMO -7 and AddAB inh 3.0.
COc1ccc(C2C(C(C)=O)=C(O)C(=O)N2Cc2cccnc2)cc1 (stereo unspecified) was read as HTR5A inv ctr -17, HTR5A ag ctr 6, phage Ecoli inh 3.2, Tat export inh 0, CDK5 inh 1.2, DAGLB inh -2, PKA-R1A act 8, E coli growth 0.1, PKA-R2B act 1, Mot1-301 SUMO -12 and AddAB inh -1.1.
For C=CCOc1ccc(C2C3=C(CCCC3=O)N(CC(=O)O)C3=C2C(=O)CCC3)cc1OCC the results were HTR5A inv ctr -3, HTR5A ag ctr 2, phage Ecoli inh -0.8, Tat export inh 2, CDK5 inh -0.1, DAGLB inh -1, PKA-R1A act -3, E coli growth -2.0, PKA-R2B act 2, Mot1-301 SUMO 4 and AddAB inh -2.1.
For COc1ccc(CN=C2NC(=O)CC(C(=O)Nc3ccc([N+](=O)[O-])cc3C)S2)cc1 (stereo unspecified) the results were HTR5A inv ctr 18, HTR5A ag ctr 0, phage Ecoli inh 2.0, Tat export inh 2, CDK5 inh -0.1, DAGLB inh 0, PKA-R1A act 2 and PKA-R2B act 5.
For CC(C)CN(C(=O)COc1ccc(-c2nnco2)cc1)C1CCS(=O)(=O)C1 (stereo unspecified) the results were HTR5A inv ctr -26, HTR5A ag ctr 0, phage Ecoli inh 3.9, Tat export inh -1, CDK5 inh 0.0, DAGLB inh 2, PKA-R1A act 7, E coli growth 0.7, PKA-R2B act 1, Mot1-301 SUMO -6 and AddAB inh 2.1.
Screening CC(=O)Cn1c(=O)oc2ccccc21 returned HTR5A inv ctr 17, HTR5A ag ctr -5, phage Ecoli inh 1.0, Tat export inh -4, CDK5 inh 0.5, DAGLB inh -2, PKA-R1A act 0, E coli growth -0.5, PKA-R2B act 3, Mot1-301 SUMO -23 and AddAB inh 1.6.
Screening CCOC(=O)c1ccc(NC(=O)NCc2ccc(OC)cc2)cc1 returned HTR5A inv ctr 3, HTR5A ag ctr 1, phage Ecoli inh -0.5, Tat export inh 1, CDK5 inh 0.4, DAGLB inh -3, PKA-R1A act 8, E coli growth -2.5, PKA-R2B act 3, Mot1-301 SUMO 6 and AddAB inh -0.2.
`COc1ccc(/C=C2/CCc3ccccc3C2=O)cc1CN1CCOCC1` gave HTR5A inv ctr 3, HTR5A ag ctr 1, phage Ecoli inh 2.0, Tat export inh -11, CDK5 inh 0.8, DAGLB inh -5, PKA-R1A act -7, E coli growth -2.1, PKA-R2B act -4, Mot1-301 SUMO -9 and AddAB inh -1.2.

Entries from the list above with a nitro group on carbon:
Screening Cn1cnnc1Sc1ccc(/C=C/C(=O)c2ccc(O)cc2)cc1[N+](=O)[O-] returned HTR5A inv ctr 16, HTR5A ag ctr -6, phage Ecoli inh 6.5, Tat export inh -4, CDK5 inh -1.3, DAGLB inh 6, PKA-R1A act -5, E coli growth 0.6, PKA-R2B act -14, Mot1-301 SUMO -1 and AddAB inh 0.8.
For COc1ccc(CN=C2NC(=O)CC(C(=O)Nc3ccc([N+](=O)[O-])cc3C)S2)cc1 (stereo unspecified) the results were HTR5A inv ctr 18, HTR5A ag ctr 0, phage Ecoli inh 2.0, Tat export inh 2, CDK5 inh -0.1, DAGLB inh 0, PKA-R1A act 2 and PKA-R2B act 5.

Screens: PubChem, several laboratories
